Source: PubChem
Growth percent in the NCI-60 one-dose screen (48 h, 10 µM unless noted): 100 = growth as untreated, 0 = no growth, -100 = all killed.
UACC-257: UACC-257 melanoma; hit rate 4.4% among 78,000
LOX IMVI: LOX IMVI melanoma | hit rate 7.4% among 79,000
MDA-MB-435: MDA-MB-435 melanoma; hit rate 7.8% among 82,000; AID 1794794
MALME-3M: MALME-3M melanoma. hit rate 5.8% among 78,000
UACC-62: UACC-62 melanoma | hit rate 5.4% among 81,000 | AID 1794756
SK-MEL-28: SK-MEL-28 melanoma; hit rate 4.1% among 81,000; AID 1794761
SK-MEL-2: SK-MEL-2 melanoma | hit rate 4.7% among 77,000
SK-MEL-5: SK-MEL-5 melanoma; hit rate 6.4% among 80,000
The depositor's hits bear a star; nt = not tested or not shown; & = joins results of further samples. The calls were made as follows: active = growth percent below 10; inactive = the rest.

Fields: UACC-257	LOX IMVI	MDA-MB-435	MALME-3M	UACC-62	SK-MEL-28	SK-MEL-2	SK-MEL-5
> CCCCCCCCCC(=O)Oc1ccc(/C(=C(/CC)Cc2ccccc2)c2ccc(OCCN3CCCC3)cc2)cc1
  88	101	98	100	99	96	95	109
> C[N+](C)(C)C(Cc1c[nH]c2ccccc12)C(=O)O (configuration not stated)
  126	83	106	118	96	176	90	103
> C=C1CCC2C3(C)COC(c4cccc(F)c4)OC3CCC2(C)C1CC(O)C1=CCOC1=O (configuration not stated)
  73	nt	58	91	65	64	76	60
> CC(=O)Oc1ccc(C2OC(c3ccc4ccccc4c3OC(C)=O)=NN2C(C)=O)cc1 (configuration not stated)
  89	85	90	82	97	98	95	97
> NS(=O)(=O)c1ccc(Nc2nccc(Nc3ccc4[nH]ncc4c3)n2)cc1
  86	86	99	103	89	118	96	89
> C[C@]1(CCO)C[C@@H]1c1ccc2ccccc2c1
  nt	94	101	103	95	106	96	97
> CC(=O)Nc1ccc(S(=O)(=O)/N=C(/C2CCCC2C)N2CCOCC2)cc1 (configuration not stated)
  99&104	99&108	100&95	106&112	101&99	106&105	105&101	103&102
> COc1ccccc1/C=C1\COc2ccc(O)c(O)c2C1=O
  34	-30*	8.8*	6.2*	15	48	59	42
> CCOc1cc(/C=C/C(=O)CC(=O)/C=C/c2ccc(OC(=O)CNc3nc4ccc(OC)cc4s3)c(OCC)c2)ccc1OC(=O)CNc1nc2ccc(OC)cc2s1
  68	7.0*	-22*	94	56	39	59	30
> Cc1ccc(C2=NN(C=O)C(c3cn(-c4ccccc4)nc3-c3ccc(Cl)cc3)C2)cc1 (configuration not stated)
  89	84	94	80	89	84	nt	85
> COC(=O)c1cn(CCc2c[nH]c3ccccc23)c(=O)c2ccccc12
  78	65	nt	127	55	82	71	83
> CC[C@@H](C)[C@H](NC(=O)Cn1cc(CN)nn1)C(=O)O
  98	99	103	94	100	111	109	105
> O=C(C[n+]1cc(Br)cc2ccccc21)c1ccc(O)c(O)c1
  105	97	121	109	92	120	112	98
> COc1ccc(N(Cc2cc(OC)c(OC)c(OC)c2)C2OC(=O)c3ccccc32)cc1 (configuration not stated)
  71	46	-55*	31	44	56	22	18
> N#Cc1ccc(C(=O)NNC(=O)CSc2nc3sc4c(c3c(=O)n2-c2ccc(Cl)cc2)CCCC4)cc1
  91	40	64	39	4.6*	28	94	38

Part of the list above in order of heavy-atom count, smallest number first.
Fields: UACC-257	LOX IMVI	MDA-MB-435	MALME-3M	UACC-62	SK-MEL-28	SK-MEL-2	SK-MEL-5
> C[C@]1(CCO)C[C@@H]1c1ccc2ccccc2c1
  nt	94	101	103	95	106	96	97
> CC(=O)Oc1ccc(C2OC(c3ccc4ccccc4c3OC(C)=O)=NN2C(C)=O)cc1 (configuration not stated)
  89	85	90	82	97	98	95	97
> CCCCCCCCCC(=O)Oc1ccc(/C(=C(/CC)Cc2ccccc2)c2ccc(OCCN3CCCC3)cc2)cc1
  88	101	98	100	99	96	95	109
> CCOc1cc(/C=C/C(=O)CC(=O)/C=C/c2ccc(OC(=O)CNc3nc4ccc(OC)cc4s3)c(OCC)c2)ccc1OC(=O)CNc1nc2ccc(OC)cc2s1
  68	7.0*	-22*	94	56	39	59	30

Later entries:
Fields: UACC-257	LOX IMVI	MDA-MB-435	MALME-3M	UACC-62	SK-MEL-28	SK-MEL-2	SK-MEL-5
> Cc1cc2c(O)c(-c3cccc(Cl)c3)c3sc(=O)oc3c2cc1C
  40	45	29	58	27	52	38	19
> Cc1ncc(C(=O)Nc2ccc(CN3CCN(C)CC3)c(C(F)(F)F)c2)cc1C#Cc1ccc(N)nc1
  1.0*	-95*	-59*	-89*	-70*	-46*	-55*	-100*
> Cc1ccc([N+]2=NOC(=O)C2CN2CCNCC2)cc1 (configuration not stated)
  96	93	103	110	94	106	115	100
> c1ccc(-c2cn3c(-c4c[nH]c5ccccc45)csc3n2)cc1
  54	84	75	70	50	72	77	81
> CN1c2ccccc2C(O)(c2ccccc2)c2ccccc21
  38	51	45	66	nt	48	79	33
> O=CN1N=C(c2ccc(Nc3nc(NCCO)nc(NCCO)n3)cc2)CC1c1ccc(C(F)(F)F)cc1 (configuration not stated)
  101	92	105	105	92	98	103	97
> NS(=O)(=O)c1ccc(NC(=O)N2CCN(C(=O)COc3ccc(Cl)cc3)CC2)cc1
  94	99	101	106	96	108	103	95
> CCOC(=O)c1sc(NC(=O)/C=C/c2ccccc2)nc1N1CCN(c2ccc(OC)cc2)CC1
  101	101	96	101	104	99	103	92
> Nc1ccccc1-c1ccc(-c2ccc(Cl)c(Cl)c2Cl)c2c1[nH]c1ccccc12
  92	82	98	83	71	107	82	86
> Cc1ccc(S(=O)(=O)OCCCCOS(=O)(=O)c2ccc(C)cc2)cc1
  95	93	100	98	90	115	95	94
> CCOC(=O)c1[nH]c2cc(Cl)ccc2c1[C@@H](C(=O)NC(C)(C)C)N(CC)C(=O)CCCCC#Cc1cccc2c1CN(C1CCC(=O)NC1=O)C2=O (some centres not stated)
  28	8.5*	18	-13*	27	30	-13*	-53*
> CC(=O)c1ccc(Br)s1
  108	99	100	126	96	105	109	113
> O=c1c(CN2CCOCC2)c(-c2cccc(OC(F)(F)F)c2)[nH]c2ccc(N3CCCC3)cc12
  93	92	nt	85	86	99	101	101
> C=C(C)[C@@H]1CC[C@]2(C(=O)OCCOCCOCC[P+](c3ccccc3)(c3ccccc3)c3ccccc3)CC[C@]3(C)[C@H](CC[C@@H]4[C@@]5(C)CC[C@H](OC(C)=O)C(C)(C)[C@@H]5CC[C@]43C)[C@@H]12
  -83*	-93*	-91*	-85*	-86*	-87*	-76*	-99*
> CNc1ccc2c(c1)c1ccccc1n2C
  107	100	115	106	100	117	103	101
> C=C1CCc2nc(SCC(=O)O)ccc2N1
  105	97	101	104	93	106	104	101
> O=S(=O)(c1ccccc1)N1CCN(c2nc(-c3ccccc3)nc3nc(-c4ccccc4)oc23)CC1
  105	101	107	111	95	109	106	102
> O=C(c1ccc(-c2nc(CSc3nc4ccccc4s3)no2)cc1)N1CCSCC1
  36	55	71	66	60	97	46	25
> CCCCN1c2nc3ccccc3nc2SC1Nc1ccccc1 (configuration not stated)
  99	100	102	99	93	103	109	96
> CCOC(=O)c1ccccc1[N+](=O)[O-]
  96	101	118	136	106	119	107	104
> O=C1/C(=C/C2=Cc3ccccc3OC2)SC(=S)N1N1CCOCC1
  108	93	104	98	96	102	118	100
> c1ccc2c(-c3nccs3)c[nH]c2c1
  111	100	101	99	93	100	112	95
> O=c1nc2oc3ccc4ccccc4c3cc-2s1
  52	33	-58*	45	38	57	32	11
> COc1ccc(NC(=O)Nc2ccc(OCC(=O)N=Nc3c(O)[nH]c4ccccc34)cc2)cc1
  110	45	113	104	106	111	111	nt
> CCN(CC)CCSCCNc1c(C)cnc2ccc(Cl)cc12
  106	79	45	111	111	106	98	102
> COc1cccc(-c2nc3occn3c2-c2ccnc(NCCNS(=O)(=O)c3ccc(C(F)(F)F)cc3)n2)c1
  121	93	70	107	67	108	98	82
> OC(COc1ccccc1Cl)CN1CCN(c2ccccc2)CC1 (configuration not stated)
  106	114	114	106	106	106	102	107
> CSc1ccc2c(c1)N(C(=O)/C(C#N)=C/c1ccc(C#N)cc1)c1ccccc1S2
  105	103	104	98	84	105	103	100
> N#CSCC1CC(O)(c2ccccc2)CC(c2ccc(F)cc2)O1 (configuration not stated)
  69	-47*	0.7*	29	11	44	-55*	22
> CC/C(=C\c1ccc(OCOC)c(OCOC)c1)C(=O)NC(Cc1ccccc1)C(O)C(=O)NCc1ccccc1 (configuration not stated)
  101	87	92	87	56	86	101	85

Just SK-MEL-28 and UACC-257, for six of the compounds above:
Structure | SK-MEL-28 | UACC-257
O=C(C[n+]1cc(Br)cc2ccccc21)c1ccc(O)c(O)c1 | 120 | 105
COc1ccc(N(Cc2cc(OC)c(OC)c(OC)c2)C2OC(=O)c3ccccc32)cc1 (configuration not stated) | 56 | 71
N#Cc1ccc(C(=O)NNC(=O)CSc2nc3sc4c(c3c(=O)n2-c2ccc(Cl)cc2)CCCC4)cc1 | 28 | 91
Cc1cc2c(O)c(-c3cccc(Cl)c3)c3sc(=O)oc3c2cc1C | 52 | 40
Cc1ncc(C(=O)Nc2ccc(CN3CCN(C)CC3)c(C(F)(F)F)c2)cc1C#Cc1ccc(N)nc1 | -46* | 1.0*
Cc1ccc([N+]2=NOC(=O)C2CN2CCNCC2)cc1 (configuration not stated) | 106 | 96

Following part
Fields: UACC-257	LOX IMVI	MDA-MB-435	MALME-3M	UACC-62	SK-MEL-28	SK-MEL-2	SK-MEL-5
> CCCCNC(=O)Oc1ccc(/C(=C(\C)c2ccccc2)c2ccc(OCCCN(C)C)cc2)cc1
  81	87	80	74	86	84	101	90
> O=C(O)c1cn(C2CC2)c2cc(N3CCN(C(=O)N/N=C/c4cccs4)CC3)c(F)cc2c1=O
  100	76	100	91	80	92	100	94
> COc1cccc(-c2nnc(-c3ccc4ccccc4c3)o2)c1
  106	91	97	105	91	112	106	100
> Cc1c(Br)cc(Cl)c(O)c1Br
  100	103	105	95	103	104	116	107
> CCn1cc(C(=O)O)c(=O)c2cnc(N3CCCC3)nc21
  97	99	94	93	108	113	98	102
> COC(=O)c1nc(=S)[nH]c(C(=O)OC)c1C(=O)c1ccc(O)cc1
  108	99	106	97	103	114	111	102
> O=C(O)c1ccccc1C(=O)c1ccc(I)cc1
  117	91	107	98	105	107	91	102
> COc1cccc(-c2nc3sccn3c2-c2ccnc(NCCNC(=O)c3cccc(C(F)(F)F)c3)n2)c1
  78	55	39	51	30	76	77	48
> C/C=C(C)/C=N\O
  98	102	108	93	104	112	nt	101
> Cc1ccc(S(=O)(=O)Nc2ccccc2/C=N/NC(=O)c2ccncc2)cc1
  90	81	90	85	77	93	105	92
> O=C(O)CCC(=O)c1ccc2oc3ccccc3c2c1
  94	107	113	122	100	128	98	112
> CCOc1c(C#N)c(Nc2ccc(S(N)(=O)=O)cc2)c(C#N)c(=O)n1S(=O)(=O)c1ccc(C)cc1
  107	99	101	93	96	107	110	97
> N=C(N)c1ccc(-c2ccc(-c3ccccc3)s2)nc1
  96	51	86	101	92	109	104	87
> Cc1c(Cn2cc(COc3ccc(C#N)cc3)nn2)c(C)c(Cn2cc(COc3ccc(C#N)cc3)nn2)c(C)c1Cn1cc(COc2ccc(C#N)cc2)nn1
  86	99	101	101	93	99	85	97
> C[C@]12CC[C@H]3[C@@H](CC=C4C[C@@H](O)CC[C@@]43C)[C@@H]1CC[C@@H]2[C@](C)(O)CCc1cccnc1
  54	76	64	47	63	74	80	7.9*
> COc1ccc(C(=O)Nc2c(Cl)cccc2Cl)cc1OC
  96	95	108	118	89	118	128	100
> CC(C)CNC(=O)C(NC(=O)CC(C)C)P(=O)(O)O (configuration not stated)
  99	nt	113	100	100	106	116	101
> CCOc1nc(-c2ccccc2)cc2c(O)c(C(=O)NCCCO)[nH]c(=O)c12
  122	108	95	nt	100	102	93	89
> CCCCCCCCCCCCCCCC(=O)OC[C@@]1(O)C[C@@]23CC[C@@H]4C(C)(C)[C@H](O)CC[C@@]4(C)[C@@H]2CC[C@H]1C3
  110	103	108	114	100	110	104	102
> CCc1cccc2c3c(sc12)C(c1ccc(OC)cc1)C(C#N)=C(N)O3 (configuration not stated)
  105	98	nt	102	91	109	110	102
> O=C1NC(c2cccc([N+](=O)[O-])c2)c2sc3c(F)cccc3c2C1N1CCCCC1 (configuration not stated)
  107	98	109	102	95	112	108	99
> O=C(Nc1ccc(OS(=O)(=O)O)cc1)C12CC3CC(CC(C3)C1)C2
  109	104	104	123	111	102	114	103
> NC1=NC(c2ccc(Cl)cc2)N=C(Nc2nn[nH]n2)N1 (configuration not stated)
  95	90	101	95	92	111	101	95
> C#CCOc1ccc(C(Nc2ccccc2F)c2nnnn2C2CCCCC2)cc1 (configuration not stated)
  99	91	101	107	73	109	95	97
> C=CCSSSSCC=C
  90	82	115	111	88	109	92	104
> O=C(O)CC/C(=N\NC(=O)c1ccncc1)c1ccccc1
  100	nt	103	104	100	107	106	102
> CC1(C)C2CCC1(CS(=O)(=O)O)C(=O)/C2=C\c1ccc(/C=C2\C(=O)C3(CS(=O)(=O)O)CCC2C3(C)C)cc1
  101	102	108	103	106	118	107	96
> Cc1ccc(S(=O)(=O)CCCCl)cc1
  98	95	104	99	97	101	101	103
> Cc1ccc(-c2nn(-c3ccccc3)cc2/C=C2/CCc3ccccc3C2=O)cc1
  98	94	93	101	81	96	94	99
> OCCNCCNC(Cc1ccc(Cl)cc1)c1ccccc1 (configuration not stated)
  104	84	99	107	60	82	87	95
> O=C(O)C1(C(=O)O)CCCC1
  87	101	99	nt	97	106	109	97
> Nc1cc(=O)c2[nH]cnc2[nH]1
  102	99	92	98	102	105	105	95
> CCCCCCCCCCCCCCCCCCNC(=O)C(C)O (configuration not stated)
  110	105	107	99	108	108	106	nt
> O=C1Nc2ccccc2/C1=N/c1nc(-c2ccc(F)cc2)cs1
  75	85	104	91	74	105	87	90
> COc1ccc(NC(=O)N/N=c2\cc(C)c3ccc(O)cc3o2)cc1
  91	108	99	109	84	106	100	113
> CC1(C)CC(=O)c2c(nn(-c3ccccc3)c2-c2cn(-c3ccccc3)nc2-c2cccs2)C1
  109	86	100	96	73	105	94	100
> CCOC(=O)c1nc(Nc2ccc(NC(=O)Nc3ccc(Cl)cc3)cc2)c2ccccc2n1
  98	97	98	87	100	101	100	95
> F[C@@H]1CCO[C@H](c2ccc3ccccc3c2)C1
  92	100	102	100	87	99	108	101
> CS(=O)c1nccc(-c2c(-c3ccc(F)c(O)c3)nc3sccn23)n1 (configuration not stated)
  108	40	100	102	102	99	114	102
> O=C(NC1CCc2ccccc21)c1ccccc1 (configuration not stated)
  101	102	106	112	100	106	109	106
> Cc1cc(C(=O)Nc2ccc3cc(CN4CCOCC4)ccc3n2)c(C)n1-c1ccccc1
  -13*	24	4.7*	11	7.0*	28	17	-38*
